Screens as filed in PubChem.
D1 agonist – human D1 receptor agonism; 360,000 compounds, 1% hits; P21728; activation, % at 2 µM; HEK293 T-REx D1 cells, calcium flux, agonist mode; AID 504660; note: 0% is about no effect
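Inducible HEK293 T-REx D1 cells, force-coupled to calcium signalling, were plated at 4000 cells/well with tetracycline and held overnight at 30 C. After no-wash calcium dye loading, compound-evoked calcium rise over 180 s flagged agonists.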
D2 antagonist – D2 dopamine receptor (human) antagonism | P14416 | HEK293 TREx D2 cells, calcium flux, dopamine EC80 | inhibition, % at 10 µM | 340,000 compounds, 2% hits; in the data active = inhibition above about 30%; note: 0% is about no effect
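Cells plated overnight at 30 C with tetracycline; no-wash calcium dye, 30–90 min RT; 10 s baseline; compound pinned; 180 s read; EC80 dopamine added; another 180 s read.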
TRHR ag – TRH receptor (human) agonism | P34981 | TRHR cells, calcium flux fluo-8, FDSS agonist mode | activation, % at 2 µM | 360,000 compounds, 0.18% hits; note: 0% is about no effect
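TRHR-expressing cells loaded with fluo-8 calcium dye; 23 nL library compound pin-transferred, kinetic FDSS fluorescence (Ex 480/Em 530) recorded about 180 s for agonist-induced calcium release, before a 10 nM TRH EC20 addition for potentiator mode.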
RXFP1 antag – antagonists of human relaxin receptor RXFP1; Q9HBX9; 350,000 compounds, 0.59% hits; activity change, negative = inhibition, % at 57.5 µM; HEK293-RXFP1, relaxin-stimulated cAMP HTRF, 30 min; hits give low values; AID 1259400;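 active = activity change of -60% or lower, but not beyond a set lower limit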; note: % is set by controls: 0 for no effect and ±100 for the full control effect
Target sequence (Q9HBX9 whole entry, looked up): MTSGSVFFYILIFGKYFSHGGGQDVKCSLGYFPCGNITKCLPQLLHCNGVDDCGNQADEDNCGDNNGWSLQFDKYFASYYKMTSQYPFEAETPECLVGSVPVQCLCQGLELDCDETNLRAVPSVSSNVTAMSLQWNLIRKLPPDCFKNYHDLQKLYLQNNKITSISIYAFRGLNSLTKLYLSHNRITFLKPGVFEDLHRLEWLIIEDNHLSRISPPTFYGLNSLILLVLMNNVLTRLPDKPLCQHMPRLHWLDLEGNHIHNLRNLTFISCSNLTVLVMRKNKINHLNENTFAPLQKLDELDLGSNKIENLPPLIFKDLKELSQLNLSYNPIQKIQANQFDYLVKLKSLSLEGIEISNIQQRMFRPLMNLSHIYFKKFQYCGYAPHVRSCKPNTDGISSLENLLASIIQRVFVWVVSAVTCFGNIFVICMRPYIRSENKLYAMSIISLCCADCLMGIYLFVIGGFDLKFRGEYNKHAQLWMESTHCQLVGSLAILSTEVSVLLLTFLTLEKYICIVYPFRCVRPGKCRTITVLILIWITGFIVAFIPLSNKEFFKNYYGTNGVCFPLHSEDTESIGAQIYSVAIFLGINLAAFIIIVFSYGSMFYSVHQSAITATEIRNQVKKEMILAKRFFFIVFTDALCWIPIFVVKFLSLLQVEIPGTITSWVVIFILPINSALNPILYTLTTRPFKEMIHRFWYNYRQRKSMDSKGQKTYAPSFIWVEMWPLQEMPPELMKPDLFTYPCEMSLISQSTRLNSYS
D1 PAM – enhances dopamine response at the human D1 receptor | P21728 | HEK293 TREx D1 cells, calcium flux, dopamine EC20 potentiation | potentiation, % at 10 µM | 360,000 compounds, 0.036% hits | AID 504651; in the data active = potentiation above about 30%; note: 0% is about no effect
D1 antagonist – antagonists of human D1 dopamine receptor | HEK293 TREx D1 cells, calcium flux, dopamine EC80; hits give low values | activity change, negative = inhibition, % at 10 µM | 360,000 compounds, 3.2% hits | AID 504652; in the data active = activity change below about -30%; note: % is set by controls: 0 for no effect and ±100 for the full control effect
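After overnight tetracycline induction at 30 C, force-coupled D1 HEK293 cells took up a no-wash calcium dye at room temperature. Compounds were added and monitored 180 s, and the response to EC80 dopamine was then recorded.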
D2 potentiator – D2 dopamine receptor (human) potentiation. P14416. HEK293 T-REx D2, calcium flux, EC20 dopamine potentiation. potentiation, % at 10 µM. 340,000 compounds, 0.34% hits. AID 485347;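 active = potentiation over 3 SD above the plate norm, cut at about 30% in these data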; note: 0% is about no effect
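Potentiation of an EC20 dopamine calcium response is measured in a force-coupled, tetracycline-inducible Hek293 Trex D2 line. Compound-only kinetic reads over 180 s flag agonists before dopamine addition.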
TRHR PAM – TRH receptor (human) allosteric enhancement; TRHR cells, fluo-8 calcium fluorescence, EC20 TRH enhancement; enhancement, % at 2 µM; 360,000 compounds, 0.66% hits; P34981; in the data active = enhancement above about 30%; note: 0% is about no effect
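Enhancer read-out: after compound pinning and an initial kinetic agonist-mode read, an EC20 of TRH (10 nM final) was injected and fluo-8 calcium signal (Ex 480/Em 530) followed at 1 s/cycle for 100 cycles in TRHR-expressing cells.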
D2 ag – activates the human D2 dopamine receptor; P14416; HEK293 T-REx D2 cells, calcium flux agonist mode; activation, % at 2 µM; 340,000 compounds, 0.53% hits;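 active = activation over 3 SD above normal in the single-dose calcium agonist read, cut at about 30% in these data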; note: 0% is about no effect
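Calcium-flux readout, 1 cycle/sec over 180 s following compound pin transfer, in inducible HEK293 Trex D2 cells (force-coupled); dopamine controls included. Positive calcium responses during this window marked compounds as potential agonists.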
An asterisk follows results filed as active; x = no result given; & = joins results of further samples. Cut-off read from the data, not from the text of the source, unless noted: active = activation above about 30%; inactive = the rest.

1. COc1cccc(C2C3=C(N=c4s/c(=C\c5ccc(O)cc5)c(=O)n42)c2ccccc2CC3)c1OC (stereo not drawn)
2. CC(=O)N1CCN(C(=O)c2ccc(S(=O)(=O)Nc3ccccc3C)cc2)CC1
3. CC1CC2OC(=O)C3(C)CCCC(C)(C23)C1(O)CCc1ccoc1 (stereo not drawn)
4. CS(=O)(=O)c1cccc(NC(=O)c2ccc(Cl)c(Cl)c2)c1
5. Cc1nn(-c2cc(N3CCOCC3)ccc2N)c(=O)c2ccccc12
6. NS(=O)(=O)c1ccc(CNC(=O)Cc2ccccc2[N+](=O)[O-])cc1
entry no.	1	2	3	4	5	6
TRHR ag	0.6	1.1	0.9	-0.5	0.5	0.2
D2 ag	0.0	-0.5	x	-0.3	-1.1	-0.1
TRHR PAM	-3	3	2	1	2	1
RXFP1 antag	1	-37	-6	3	-3	8
D2 antagonist	16	1	x	-3	4	5
D1 agonist	2	1	0	13	3	5
D1 PAM	-1	2	-4	-1	-3	-1
D1 antagonist	10	1	16	34	-9	3
D2 potentiator	-4	5	5	-5	-1	-4

7. Cc1ccc(-c2csc(/C(C#N)=C(\O)CCl)n2)cc1
8. O=C(CCSc1nc(-c2ccco2)cc(C(F)(F)F)n1)N1CCN(c2ccccc2)CC1
9. CC(C)N(Cc1ccccc1)C(=S)NCCN1CCOCC1
10. COc1ccc(OCC(=O)NNC(=O)c2cccnc2)cc1
11. O=C(c1n[nH]c(=O)c2ccccc12)N1CCN(Cc2ccc3c(c2)OCO3)CC1
12. Cc1ccc(O)c(C2=Nc3ccccc3N=C(c3cccs3)C2)c1
entry no.	7	8	9	10	11	12
TRHR ag	-0.6	-0.2	0.2	0.1	0.6	0.7
D2 ag	0.0	3.7	-0.3	0.0	-0.3	0.8
TRHR PAM	0	0	2	8	11	-8
RXFP1 antag	-34	0	1	9	-9	-13
D2 antagonist	-7	-9	-6	-1	-8	-4
D1 agonist	-1	4	-1	3	5	3
D1 PAM	-6	-5	-4	7	-2	4
D1 antagonist	-12	-16	x	16	19	-2
D2 potentiator	5	x	-9	8	-6	1

13. O=C(CNS(=O)(=O)c1ccc(Br)s1)N1CCN(c2ccccc2F)CC1
14. COc1ccc(CCC(=O)NNC(=O)c2ccc(OC)cc2)cc1
15. Cc1ccc(NC(=O)c2cc(=O)[nH]c3ccc(S(=O)(=O)N4CCOCC4)cc23)nc1
16. COCCNc1nc2c(S(=O)(=O)c3cc(C)ccc3C)nnn2c2ccccc12
17. COc1ccc(CCNC(=O)C(=O)NCc2ccccc2C)cc1OC
18. CCCCOc1ccc(C(C)NC(=O)CCS(=O)(=O)Cc2ccccc2Cl)cc1 (stereo not drawn)
entry no.	13	14	15	16	17	18
TRHR ag	-1.5	0.5	0.4	-0.5	-0.5	1.5
D2 ag	-1.4	1.0	0.2	-1.6	0.3	0.3
TRHR PAM	10	-8	1	0	-3	-1
RXFP1 antag	x	6	2	-1	-21	-9
D2 antagonist	x	0	-9	-1	16	2
D1 agonist	-1	2	0	-1	4	24
D1 PAM	0	x	2	-5	-5	-6
D1 antagonist	-10	2	9	-28	3	-7
D2 potentiator	2	9	12	-1	-9	-6

19. O=C1C(=O)N(C2CCN(S(=O)(=O)c3ccc(F)cc3)CC2)CCN1Cc1ccccc1
20. COc1cc(F)cc(C2=CC(=O)C[C@H](c3ccc(F)cc3)C2)c1
21. CN(C)S(=O)(=O)c1ccc(C(=O)Nc2c(C(=O)Nc3ccc(F)cc3)oc3ccccc23)cc1
22. COc1ccc(CN(C)C(=O)c2ccc3c(=O)n4c(nc3c2)CCC4)cc1
23. Cc1ccc(CNC(=O)CSc2nc3ccccc3c3nc(C)nn23)cc1
24. O=C(CCS(=O)(=O)c1ccc(Br)s1)N1CCc2ccccc21
entry no.	19	20	21	22	23	24
TRHR ag	0.1	-0.2	1.0	-0.3	0.2	-0.8
D2 ag	-0.1	-0.6	3.6	0.3	0.9	-1.3
TRHR PAM	-2	-2	4	0	-8	5
RXFP1 antag	2	x	x	12	x	23
D2 antagonist	x	-6	x	-10	9	-13
D1 agonist	3	2	4	6	3	0
D1 PAM	0	7	-1	-8	0	-1
D1 antagonist	24	x	17	-1	4	8
D2 potentiator	2	2	5	-13	-4	14

25. Cc1ccn2c(c1)nc(=O)c1cc(S(=O)(=O)N3CCCCC3)ccc12
26. O=C1Cc2cc(S(=O)(=O)N3CCN(c4ccccc4)CC3)ccc2N1
27. COc1ccccc1CNC(=O)CCCCn1c(=O)c2ccccc2n(Cc2ccccc2F)c1=O
28. COC(=O)CSc1cc(C)nc(NC(C)=O)n1
29. CCOC(=O)Nc1ccc2c(c1)N(C(=O)OC)c1ccccc1CC2
30. CC(=O)c1cnc2c(-c3cccc(Br)c3)cnn2c1C
entry no.	25	26	27	28	29	30
TRHR ag	0.0&1.2	0.8&1.0	-1.8	0.3	0.4	0.6
D2 ag	1.0&0.0	0.5&-0.7	-0.4	0.0	-0.2	0.4
TRHR PAM	-15&0	-2&-9	-20	-2	5	-4
RXFP1 antag	-9&-5	11	x	-6	2	-12
D2 antagonist	-3	-14	x	-14	-11	14
D1 agonist	-1&3	1&0	-1	3	1	1
D1 PAM	-4&0	-5&1	2	4	-8	-1
D1 antagonist	0&5	-7&2	-3	26	15	10
D2 potentiator	-14&1	-2&-3	0	4	2	-8

31. CCC(=O)Nc1ccc(/C(C)=N/NC(=O)c2c(-c3ccccc3Cl)noc2C)cc1
32. Brc1ccccc1-c1nnc(-c2cccnc2)o1
33. COCCn1c(SCC(=O)Nc2ccc(C(C)=O)cc2)nnc1-c1ccco1
34. Cc1ccc(C)c(COC(=O)c2cccc(S(=O)(=O)N3CCCC3)c2)c1
35. O=C(Oc1ccc(-c2cnc3ccccc3n2)cc1)c1cc([N+](=O)[O-])ccc1Cl
36. COc1cc(OC)c(NC(=O)CCc2c(C)nc3ncnn3c2C)cc1Cl
entry no.	31	32	33	34	35	36
TRHR ag	-0.7	0.9	-0.9	1.9	0.2	-0.5
D2 ag	-1.5	0.6	-1.3	1.4	-1.5	7.1
TRHR PAM	1	6	-9	1	-11	-1
RXFP1 antag	-4	-2	10	-11	-3	x
D2 antagonist	-23	12	13	-3	-13	x
D1 agonist	2	1	0	28	2	9
D1 PAM	-2	1	-5	-3	0	-3
D1 antagonist	12	-3	-11	-17	-9	-3
D2 potentiator	-11	-8	-5	7	5	13

37. CCCCC(=O)NC(=S)NNS(=O)(=O)c1ccccc1
38. CC(/C=C/c1ccco1)=N\NC(=O)c1cccnc1
39. CN(C1CCS(=O)(=O)C1)S(=O)(=O)c1ccc(C2CCCCC2)cc1 (stereo not drawn)
40. COc1ccc(NC(=O)c2cc(-c3ccccn3)nc3c(C)cc(C)cc23)c(C)c1
41. O=C(O)/C=C/C(=O)N1Cc2cc3ccccc3nc2C1
42. COc1ccccc1NC(=O)C1CCCN(S(=O)(=O)c2ccc(-n3cnnn3)cc2)C1 (stereo not drawn)
entry no.	37	38	39	40	41	42
TRHR ag	0.5	0.9	0.2	0.4	0.2	0.0
D2 ag	0.4	0.5	-0.5	19	8.5	-0.6
TRHR PAM	-5	-2	-5	21	5	14
RXFP1 antag	-12	14	4	-7	8	-11
D2 antagonist	2	-13	6	-11	21	-21
D1 agonist	2	1	9	4	4	5
D1 PAM	-3	15	-8	-9	3	-4
D1 antagonist	-17	0	-26	-2	16	-5
D2 potentiator	4	-4	-2	-17	-6	-3

43. COC(=O)c1ccccc1NC(=O)c1cc2cc(C)ccc2n1C
44. O=C(COc1ccc(/C=N/NC(=O)c2ccccc2O)cc1)Nc1ccc([N+](=O)[O-])cc1
45. Cc1onc(-c2ccccc2Cl)c1C(=O)Nc1ccc2c(c1)OCO2
46. CCOc1ccc(S(=O)(=O)N2CCCCC2)cc1NC(=O)CN1CCCC1c1cccs1 (stereo not drawn)
47. CCOc1ccccc1CNC(=O)CCCN1C(=O)CCn2nc(-c3cccn3C)cc21
48. Cn1ncc2c(Nc3cccc(F)c3)ncnc21
entry no.	43	44	45	46	47	48
TRHR ag	1.4	-0.9	-0.4	0.8	-0.7	-0.1
D2 ag	x	-1.2	0.9	0.5	-1.2	-1.3
TRHR PAM	-3	-2	9	-5	-2	1
RXFP1 antag	3	x	-12	-2	-12	13
D2 antagonist	x	-9	-2	20	x	x
D1 agonist	-1	2	1	5	0	0
D1 PAM	1	-4	-7	0	0	0
D1 antagonist	12	-25	-6	10	5	9
D2 potentiator	-5	16	-9	-5	-8	7

49. COc1ccc(NC(=O)CSc2ncc(-c3ccc(Cl)cc3)[nH]2)cc1OC
50. CCOC(=O)C1CCCN(C(=O)Cn2nc(CC)n3c(cc4occc43)c2=O)C1 (stereo not drawn)
51. COC(=O)c1cn(C(=O)c2cccc(Br)c2)c2ccccc12
52. COc1ccc(NC(=O)CSc2nncn2C)cc1OC
53. COc1ccc(C)cc1Nc1n[n+](-c2ccccc2)c(-c2ccc(SC)cc2)s1
54. Cc1ccc2c(CNCc3cccs3)c(C(=O)O)n(Cc3ccc(F)cc3)c2c1
55. CCOc1ccc(NC(=O)COc2ccc(C(=O)NCC3CCCO3)cc2OC)cc1 (stereo not drawn)
56. Nc1nonc1-c1nc2ccccc2n1Cc1ccccc1
57. Cc1nc(Nc2ccc3c(c2)OCCO3)c2nnn(Cc3ccccc3Cl)c2n1
entry no.	49	50	51	52	53	54	55	56	57
TRHR ag	-1.5	0.3	-1.1	0.6	-1.2	-0.3	0.8	0.8	0.0
D2 ag	-0.2	0.2	1.4	x	1.4	x	0.0	-2.0	-1.5
TRHR PAM	2	-3	1	1	-9	-4	4	-6	-1
RXFP1 antag	-3	x	0	2	x	x	-1	-13	-12
D2 antagonist	x	x	3	x	-2	x	17	11	-8
D1 agonist	0	1	4	0	3	0	2	6	3
D1 PAM	-4	-2	0	-5	-1	1	12	-5	7
D1 antagonist	-18	11	-3	0	16	35	-37*	1	5
D2 potentiator	5	9	8	16	-14	0	23	-3	-5
